High-throughput results deposited in PubChem BioAssay by National Center for Advancing Translational Sciences (NCATS).
ALOX12 inh: Primary qHTS assay for inhibitors of human arachidonate 12S-lipoxygenase (ALOX12): Round 2; Potency, µM (top dose mostly 108 µM), for the others: at the highest dose activity change, negative = inhibition, usual class: inhibitors; Polyunsaturated fatty acid lipoxygenase ALOX12 (Homo sapiens), P18054; purified 12hLO, xylenol orange hydroperoxide absorbance; actives 1.1% (n = 580,000); AID 1671190, 2021; note: potency is the fitted concentration of half-maximal effect; % is set by controls: 0 for no effect and ±100 for the full control effect
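Purified human 12hLO at 150 nM in 25 mM Hepes, 0.01% Triton X-100, pH 7.0, preincubated 15 min at room temperature with compound. Reaction started with 40 uM arachidonic acid, 30 min at room temperature. Hydroperoxide measured by Fe-xylenol orange, 573/405 nm absorbance ratio.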
Pol beta inh: qHTS Assay for Inhibitors of DNA Polymerase Beta | actives 1.3% (n = 340,000) | Pol beta primer extension/strand displacement, fluorescence kinetic | Potency, µM (titrated, usually from 114 µM), for inactives: top-dose activity change, negative = inhibition, most hits filed as inhibitors | P06746 | AID 485314, 2010; note: potency is the fitted concentration of half-maximal effect; % is set by controls: 0 for no effect and ±100 for the full control effect
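Pol beta (10 nM) and compounds were preincubated 15 min at room temperature, then 50 nM substrate (final) started primer extension/strand displacement. Reads were taken at 0 and 10 min; concentration-response data were fitted to a four-parameter Hill equation.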
Anesthetic bind: qHTS Assay for Identification of Novel General Anesthetics; apoferritin/1-aminoanthracene competitive binding, fluorescence; Potency, µM (doses to about 77.5 µM), for the others: at the top dose activity change, negative = displacement, most hits filed as inhibitors; actives 0.074% (n = 350,000); AID 485281, 2010; note: potency is the fitted concentration of half-maximal effect; % is set by controls: 0 for no effect and ±100 for the full control effect; nearly all actives have a fitted effect of over 20% in size
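Horse-spleen apoferritin (10 uM) in 50% saturated 1-aminoanthracene in PBS was incubated 10 min at room temperature with compound. Fluorescence (ex 380, em 535 nm) was normalized to free and bound 1-AMA, with concentration-response fitted by a four-parameter Hill equation.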
Pol iota inh: qHTS for Inhibitors of Polymerase Iota. DNA polymerase iota (Homo sapiens), Q9UNA4. actives 1% (n = 390,000). Pol iota fluorescent replication assay, 10 min. Potency, µM (titrated, usually from 115 µM), without a hit: at the highest dose activity, negative = inhibition, usual class: inhibitors. AID 588590, 2011; note: potency is the fitted concentration of half-maximal effect
Target sequence (Q9UNA4 whole entry, looked up): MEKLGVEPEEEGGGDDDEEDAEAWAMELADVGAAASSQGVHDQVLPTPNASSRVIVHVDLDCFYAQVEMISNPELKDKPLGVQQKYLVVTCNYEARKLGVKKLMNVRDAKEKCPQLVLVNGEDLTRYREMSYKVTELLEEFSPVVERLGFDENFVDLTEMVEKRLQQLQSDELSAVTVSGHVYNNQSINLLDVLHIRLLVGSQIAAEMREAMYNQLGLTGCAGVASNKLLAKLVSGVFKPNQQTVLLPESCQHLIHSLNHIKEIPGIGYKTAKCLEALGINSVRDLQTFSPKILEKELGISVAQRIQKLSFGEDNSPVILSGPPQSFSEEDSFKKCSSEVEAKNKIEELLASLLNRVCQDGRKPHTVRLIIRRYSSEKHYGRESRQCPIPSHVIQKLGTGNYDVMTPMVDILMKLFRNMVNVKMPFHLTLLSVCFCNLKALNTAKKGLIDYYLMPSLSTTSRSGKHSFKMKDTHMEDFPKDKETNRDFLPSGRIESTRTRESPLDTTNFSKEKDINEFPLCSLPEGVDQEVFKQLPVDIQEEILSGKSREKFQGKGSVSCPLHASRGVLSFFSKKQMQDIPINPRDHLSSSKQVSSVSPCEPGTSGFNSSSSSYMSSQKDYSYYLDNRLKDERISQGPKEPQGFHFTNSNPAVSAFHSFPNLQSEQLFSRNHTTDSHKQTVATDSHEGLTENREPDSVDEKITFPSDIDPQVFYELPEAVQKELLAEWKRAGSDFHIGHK
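Pol iota at 10 nM preincubated 15 min with compounds at room temperature; reaction started with fluorescent substrate, 50 nM final. Fluorescence read kinetically at 0 and 10 min; buffer-only wells as negative control.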
Pol kappa inh: qHTS for Inhibitors of Polymerase Kappa. purified Pol kappa, fluorescent DNA synthesis assay, 10 min. DNA polymerase kappa (Homo sapiens), Q9UBT6. actives 0.53% (n = 400,000). Potency, µM (doses to about 107 µM), without a hit: at the top dose activity, negative = inhibition, most hits filed as inhibitors; note: potency is the fitted concentration of half-maximal effect; % is set by controls: 0 for no effect and ±100 for the full control effect
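Kinetic fluorescence screen: compound preincubated 15 min RT with 10 nM enzyme; 50 nM substrate (final) initiates; reads at 0/10 min.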
TRHR agonist: qHTS for Small Molecule Agonists and Allosteric Enhancers of Human TRH Receptor: Primary Screen for Agonists | actives 0.18% (n = 360,000) | AID 493084, 2011 | activation, % at 2 µM | Thyrotropin-releasing hormone receptor (Homo sapiens), P34981 | TRHR cells, calcium flux fluo-8, FDSS agonist mode; in the data active = activation above about 30%; note: 0% is about no effect
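TRHR-expressing cells, plated overnight in medium with 10% serum, were loaded with fluo-8 calcium dye at room temperature. After a 10 s baseline, library compound was pin-added and calcium release was recorded kinetically (ex 480/em 530) as agonist response.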
ERG Ets-DNA blk: qHTS for Small Molecule Inhibitors of the ERG Ets/DNA interaction; Transcriptional regulator ERG (Homo sapiens), P11308; fluorescence polarization, His-ERG Ets domain / labelled DNA; Potency, µM (highest dose often 76.9 µM), without a hit: at the highest dose FP activity, negative = inhibition, actives largely listed as inhibitors; actives 0.028% (n = 370,000); AID 624246, 2012; active = well fitted inhibition curve with a large enough effect in the polarisation, with a control signal flat; inconclusive = small, poorly fitted or top-dose-only effect, or effect the other way, or a change in a side signal; inactive = no such curve, though single readings can be large or run the other way; the % refers to the polarisation;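 note: polarization taken with two DNA probes labelled with fluorescein and Texas red; potency is the fitted concentration of half-maximal effect; % of control where 0% means no effect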
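His-tagged ERG Ets domain (1 uM in the protein solution; 300mM KCl, 50mM Tris-HCl, 1mM EDTA, 1mM DTT, pH 7.5) received compound, then a probe mix of 5 nM fluorescein-DNA and 100nM Texas-615-DNA. Fluorescence polarization was read for both dyes.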
APE1 inh: qHTS Assay for Inhibitors of the Human Apurinic/apyrimidinic Endonuclease 1 (APE1). Potency, µM (highest dose often 65.8 µM), for the others: at the highest dose activity change, negative = inhibition, most hits filed as inhibitors. AID 2517, 2012. actives 0.35% (n = 350,000). DNA repair nuclease/redox regulator APEX1 (Homo sapiens), P27695. recombinant APE1, TAMRA/BHQ-2 abasic DNA cleavage fluorescence;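 note: potency is the fitted concentration of half-maximal effect; plate controls were vehicle for no effect and reference inhibitor for full effect; nearly all actives have a fitted effect of over 55% in size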
Target sequence (P27695 whole entry, looked up): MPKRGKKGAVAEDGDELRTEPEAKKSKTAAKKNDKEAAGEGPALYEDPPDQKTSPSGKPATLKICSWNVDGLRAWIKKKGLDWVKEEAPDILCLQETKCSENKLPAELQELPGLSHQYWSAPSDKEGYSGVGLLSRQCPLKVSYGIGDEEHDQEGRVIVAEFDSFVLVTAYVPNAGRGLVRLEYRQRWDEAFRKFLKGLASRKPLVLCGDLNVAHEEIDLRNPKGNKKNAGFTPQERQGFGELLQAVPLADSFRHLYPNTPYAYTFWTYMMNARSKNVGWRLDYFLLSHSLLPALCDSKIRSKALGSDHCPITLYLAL
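APE1 at 0.75 nM final was preincubated with compound 15 min at room temperature, then 50 nM double-stranded THF abasic-site substrate (5'-TAMRA/3'-BHQ-2) was added. Fluorescence (ex 525/em 598 nm) was read kinetically; third-minus-first read gave activity.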
BLM inh: qHTS Assay for Inhibitors of Bloom's syndrome helicase (BLM). RecQ-like DNA helicase BLM (Homo sapiens), P54132. recombinant BLM DNA unwinding, fluorescence dequenching. Potency, µM (series often up to 56.1 µM), for inactives: at the top dose activity change, negative = inhibition, actives largely listed as inhibitors. actives 0.2% (n = 350,000);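 note: potency is the fitted concentration of half-maximal effect; plate controls were vehicle for no effect and no enzyme for full effect; nearly all actives have a fitted effect of over 35% in size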
* = called active by the depositor; u = inconclusive; x = no result given; & = joins results of further samples; [ ] = dose if it differs, or a comment. Unless noted, calls come from the whole dose curve; as a rule, active = well fitted curve in the direction sought with a large enough effect; inconclusive = small, poorly fitted or top-dose-only effect, or another doubt; inactive = no such curve, though single readings can be large; an effect the other way counts as inactive or inconclusive. These rows are one share of the data (hit frequency here may not be typical).

Molecule,ALOX12 inh,Pol beta inh,Anesthetic bind,Pol iota inh,Pol kappa inh,TRHR agonist,ERG Ets-DNA blk,APE1 inh,BLM inh
Cc1ccc(S(=O)(=O)N(C)/N=C/C=C/c2ccccc2)cc1,-10%,-6%[57.1 µM],-15%,5%,-6%,-0.3,0%,0%,-5%
CCN(CC(=O)NCc1ccc(F)cc1)C(=O)COc1ccccc1[N+](=O)[O-],-22%,x,x,1%,0%,x,-3%,-5%,x
CCOC(=O)C1CCN(C(=O)c2cc3cc(C)ccc3[nH]2)CC1,9%,25%,-14%,22%,-7%,-0.1,1%,4%,-5%
CCCCOCCCNC1=NCCCCC1,-10%,-2%,-7%,10%,-2%,-0.5,1%,1%,-2%
O=C(NCCN1CCOCC1)c1ccccc1Cl,0%,-12%,-6%,17%,-2%,-0.1,2%,-10%,3%
O=C(NCCC1=CCCCC1)C1CCCN(S(=O)(=O)c2cccc3cccnc23)C1 (stereo not drawn),51%[activator],16%,u,1%,15%,-1.9,0%,-1%,1%
CCOC(=O)C(Cc1ccccc1)NC(=O)Cn1nnc(-c2ccccc2)n1 (stereo not drawn),-15%,1%,-22%,14%,-11%,10,0%,-2%,-2%
CC(C)(C)NC[C@@H](O)COc1cccc2c1CCCC2=O,-20%,x,x,-20%,-11%,0.7,-4%,28%,x
COc1ccc(N=c2oc3cc(O)ccc3cc2C(=O)NCC2CCCO2)cc1 (stereo not drawn),-5%,u,102%[activator],-5%,-9%,0.2,-4%,0%,-4%
CC1=CC(C)(C)N(C(=O)CSc2nnc(C)s2)c2ccc(C)cc21,1%[57.4 µM],86%,-20%,-1%,-3%,0.4,x,1%,-3%

Molecule,ALOX12 inh,Pol beta inh,Anesthetic bind,Pol iota inh,Pol kappa inh,TRHR agonist,ERG Ets-DNA blk,APE1 inh,BLM inh
COc1ccc(CNC(=O)[C@@H]2CC=C[C@@H]3CCN(C4CC4)C(=O)[C@@H]32)cc1,-6%,x,x,31%&4%[activator],1%&-1%,x,11%,x,x
CCN(CC)S(=O)(=O)c1ccc(C(=O)Nc2ccc(C(F)(F)F)n(C)c2=O)cc1,4%,0%,-4%,42%[activator],-1%,-0.4,9%,32%,-5%
OC(CN1CCN(c2ccccn2)CC1)Cn1c2ccc(Cl)cc2c2cc(Cl)ccc21 (stereo not drawn),0%,2%,30%[activator],-2%,-20%,0.1,2%,11%,-8%
COc1cccc(/C=C2/Sc3ccc(C(=O)NCCN4CCCC4)cc3NC2=O)c1,0%,1%,-22%,21%,-20%,2.9,-5%,-10%,55%[activator]
O=C(Cc1ccccc1)NC1(O)C(=O)c2ccccc2C1=O,u,31%,-4%,7.1µM*,-1%,0.4,-5%,u,-14%
O=C(NCC(c1ccco1)N1CCOCC1)c1cccc([N+](=O)[O-])c1 (stereo not drawn),-2%,6%,-6%,-1%,11%,1.6,1%,1%,-5%
C=C1[C@@H](C)C2[C@H](Cc3ccccc3)NC(=O)[C@]23OC(=O)CC[C@H](O)CCC[C@H](C)C/C=C/[C@H]3[C@@H]1O (stereo partly drawn),x,-7%,-12%,x,x,-0.7,x,11%,0%
COc1ccccc1C(=O)NNC(=O)c1ccc(Br)o1,0%,u,-12%,-11%,-2%,0.2,13%,14%,-1%
O=C(CSc1nc2ccccc2c2nc3ccccc3n12)NCc1ccco1,u,8.9µM*,-8%,u,u,-0.1,-3%,-7%,-4%
COc1ccc(NC(=O)c2cc(-c3cc(OC)c(OC)c(OC)c3)nc3ccccc23)c(OC)c1,-10%,10%,-8%,-2%,-1%,-0.4,6%,30%,-11%

Molecule,ALOX12 inh,Pol beta inh,Anesthetic bind,Pol iota inh,Pol kappa inh,TRHR agonist,ERG Ets-DNA blk,APE1 inh,BLM inh
CCCNC(=O)CCc1nnc2ccc(N3CCC(C)CC3)nn12,14%,0%,6%,195%[activator],-3%,-0.3,6%,1%,-1%
O=C([C@H](Cc1ccc(O)cc1)n1cc(CCO)nn1)N1CCNCC1,u,31%,-2%,-10%,-26%,-0.4,7%,4%,-2%
O=S(=O)(NCc1ccc(Cl)cc1)c1ccc(-c2cnc(C3CC3)o2)cc1,-21%,u,-10%,-5%,-11%[60.1 µM],-0.1,0%,x,-4%
c1ccc(Cn2ccnc2SCc2nnc(-c3ccccc3)o2)cc1,5%,13%,-19%,-14%,-3%,0.7,-4%,1%,2%
CC(C)(C)SCCNC(=O)/C=C/c1cccc([N+](=O)[O-])c1,-22%,-1%,-20%,-3%,-4%,-0.3,-1%,2%,-4%
CCOC(=O)c1c(NC(=O)c2cccs2)sc(C(=O)N2CCOCC2)c1C,16%,x,x,22%,-12%,x,-4%,x,x
O=C(Nc1nc2ccccc2[nH]1)C1CCCC1,2%,u,-1%,124%[activator],-2%,-0.5,1%,u,-4%
O=C(C(Cl)c1ccccc1)N1CCCC1 (stereo not drawn),u,-10%,-10%,72%[activator],-2%,0.1,1%,11%,-6%
CN(Cc1nc2ccc(F)cc2[nH]1)Cc1c(C(=O)N(C)C)nc2ccc(Cl)cn12,-1%,0%,-7%,36%[activator],-3%,-0.1,-6%,14%,-3%
NC(=S)NNC(=O)[C@@H]1CCCC[C@@H]1C(=O)O,x,-6%,-6%,6%,-4%,0.0,-5%,4%,-14%

Molecule,ALOX12 inh,Pol beta inh,Anesthetic bind,Pol iota inh,Pol kappa inh,TRHR agonist,ERG Ets-DNA blk,APE1 inh,BLM inh
COc1cc(O)c(C(CCN2CCN(c3ccccc3)CC2)c2ccc(N(C)C)cc2)c(OC)c1 (stereo not drawn),u,-14%,-1%&-9%,3%&-21%,-12%&4%,-0.3,1%,6%&-1%,-4%&-10%
O=C(CSc1nnnn1Cc1ccccc1)NCC(=O)c1ccccc1,1%,-1%,-4%,-10%,2%[60.1 µM],-0.7,x,u,0%
CCOc1ccc(Cn2c(=O)oc3ccccc32)cc1,22%&-13%,39%&-19%,-12%&-6%,7%&-1%,1%&-16%,-1.7&-1.1,-2%&5%,-3%,1%&-3%
CCC(C)C(=O)Nc1ccc(S(=O)(=O)N2CCCC2)cc1 (stereo not drawn),17%,-1%,-16%,15%,11%,-0.4,3%,8%,0%
Cc1cc(C)cc(NC(=O)CN2C(=O)COc3ccc(S(=O)(=O)N4CCCC4)cc32)c1,-1%,29%,-24%,-12%,-4%,-0.2,15%,6%,1%
CCOc1ccc(NC(=O)CSc2nnc(C)n2CC)cc1,0%,58%,-3%,118%[activator],-1%,0.5,18%,-3%,-12%
COc1ccc(OC)c(NC(=O)CN2C(=O)C(=O)N(Cc3ccccc3)C2=O)c1,-18%,x,x,31%[activator],8%,-0.2,12%,-3%,x
CC(C)c1ccc(/C=N/N2CCN(c3ccccn3)CC2)cc1,u,1%,-5%,43%[activator],-4%,0.2,-3%,-9%,-4%
OC1(c2cccs2)CN(c2ccc(Cl)cc2)C2=[N+]1CCCC2 (stereo not drawn),296%[activator],4%,-9%,121%[activator],-3%,0.1,40%[activator],-2%,5%
COCCNC(=O)C(c1cccnc1)N(Cc1ccc(C)cc1)C(=O)Cn1nnc2ccccc21 (stereo not drawn),0%,0%,-8%,36%[activator],0%,0.6,3%,-2%,0%

Molecule,ALOX12 inh,Pol beta inh,Anesthetic bind,Pol iota inh,Pol kappa inh,TRHR agonist,ERG Ets-DNA blk,APE1 inh,BLM inh
CCc1cccc(C)c1NC(=O)CCN1C(=O)NC(C)(C)C1=O,-4%,x,x,-11%,-17%,0.4,3%,8%,x
O=C(N/N=C/c1ccc(OC(F)F)cc1OC(F)F)NC1CCCCC1,-24%,-3%,-15%,63%[activator],2%,0.0,-8%,4%,-14%
COc1ccc(Cn2nnnc2C(c2cc3cc(C)ccc3[nH]c2=O)N2CCN(C)CC2)cc1 (stereo not drawn),0%,u,-7%,41%[activator],-12%,-0.3,2%,5%,-11%
Cc1c(C)c2ccc(OCC(=O)NCCCN3CCCC3=O)cc2oc1=O,-2%&32%,1%,-1%,0%,-9%,0.5,2%,6%,2%
O=C(c1cc2c([nH]c1=O)CCCC2)N1CCc2c([nH]c3ccccc23)C1c1ccccc1F (stereo not drawn),-2%,u,-8%,2%,-3%,-0.2,-6%,-5%,-5%
Cc1ccc(S(=O)Cc2nc(-c3ccc(C(=O)NCc4cccc(C)c4)cc3)oc2C)cc1 (stereo not drawn),-22%,3%,-2%,45%[activator],3%,0.0,1%,x,-3%
CCN(CC)S(=O)(=O)c1cc(C(=O)c2nccn2C)ccc1Cl,4%,-4%,-8%,113%[activator],-9%,0.2,5%,12%,-1%
CCCCn1nnc(NC(=O)c2sc3cc(Cl)ccc3c2Cl)n1,1%,5%,-19%,6%,-18%,-0.3,12%,9%,0%
CC(C)(C)C1CCc2nc(NC(=O)c3ccc([N+](=O)[O-])cc3)sc2C1 (stereo not drawn),-13%,-26%,-19%,u,-13%,-0.7,8%,x,-6%
COc1ccc(Cl)cc1NC(=O)CN(C)C(=O)CN1C(=O)NC(C)(C)C1=O,0%,x,x,33%[activator],-17%,-0.1,-4%,2%,x
